# EPAC2 agonist: qHTS for Agonist of cAMP-regulated guanine nucleotide exchange factor 4 (EPAC2): primary screen. AID 720711, 2013. Potency, µM (series often up to 154 µM), without a hit: top-dose activation, actives largely listed as activators. EPAC2 activation, biochemical qHTS; response scale: 100% = 6.5 mM cAMP response. 360,000 compounds, 0.079% hits. Rap guanine nucleotide exchange factor 4 (Homo sapiens), Q8WZA2; also: potency is read from the fitted curve at half-maximal effect; nearly all actives have a fitted effect of over 50% in size
#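 Guanine nucleotide exchange by EPAC2 is measured as reduced fluorescence of BODIPY-GDP once it is released from 250 nM Rap1B. Plates are read kinetically for 30 min at room temperature; results are scaled to 6.5 mM cAMP.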
# DRD3 antagonist: qHTS of D3 Dopamine Receptor Antagonist: qHTS; D3R cells, DiscoveRx beta-arrestin luminescence, antagonist mode; stronger effect = lower value; max response, negative = inhibition, %; 360,000 compounds, 2.5% hits; AID 652054, 2013; in the data active = max response below about -50%; inconclusive = no clear call, values can overlap the other calls; also: % is scaled to controls: 0 for no effect and ±100 for the full control effect; mostly tested at two doses, the higher about 12 µM
# Target sequence (P35462 whole entry, looked up): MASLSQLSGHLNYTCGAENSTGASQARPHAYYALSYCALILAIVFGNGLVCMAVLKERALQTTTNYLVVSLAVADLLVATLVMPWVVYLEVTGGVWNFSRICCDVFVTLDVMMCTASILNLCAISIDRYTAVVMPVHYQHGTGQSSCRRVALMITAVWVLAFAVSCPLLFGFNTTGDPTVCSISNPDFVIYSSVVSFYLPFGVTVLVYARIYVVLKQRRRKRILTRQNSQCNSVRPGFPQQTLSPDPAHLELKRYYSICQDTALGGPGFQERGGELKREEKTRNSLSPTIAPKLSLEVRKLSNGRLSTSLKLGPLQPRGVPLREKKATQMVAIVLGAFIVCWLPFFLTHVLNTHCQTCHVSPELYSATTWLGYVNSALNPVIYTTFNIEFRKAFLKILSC
#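 Cells plated overnight at 1500 cells/well, then exposed to library compounds with dopamine controls for 90 minutes at 37 degrees C. DiscoveRx reagent added for 30–60 minutes at room temperature; luminescence read, quantitative HTS format.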
# EPAC2 antagonist: qHTS for Antagonist of cAMP-regulated guanine nucleotide exchange factor 2 (EPAC2): primary screen | EPAC2 GEF exchange of Rap1B-BODIPY-GDP, fluorescence | 360,000 compounds, 0.18% hits | Potency, µM (series often up to 114 µM), for the others: at the highest dose activity, negative = inhibition, most hits filed as inhibitors | Rap guanine nucleotide exchange factor 4 (Homo sapiens), Q8WZA2; also: potency is read from the fitted curve at half-maximal effect; % is scaled to controls: 0 for no effect and ±100 for the full control effect; nearly all actives have a fitted effect of over 45% in size; many of its hits are not listed in these tables
# Abeta yeast res: qHTS for compounds that reverse cellular toxicity of Amyloid beta (A-beta) peptide in yeast: Primary Screen; yeast expressing A-beta42, growth rescue, OD600, 48 h; response scale: 0% DMSO, 100% iron-clioquinol control; Potency, µM (doses to about 46.1 µM), without a hit: at the highest dose growth rescue, most hits filed as activators; 410,000 compounds, 0.063% hits; AID 1347071, 2019; also: potency is read from the fitted curve at half-maximal effect; nearly all actives have a fitted effect of over 55% in size
#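 Yeast A-beta toxicity model in growth medium with pinned compounds, 48 h at 30 C; growth read as absorbance at 600 nm. Normalized to FeCl3/clioquinol equimolar mix (positive) and DMSO (negative).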
# aSyn rescue: qHTS of alpha-syn Inhibitors. Yeast expressing alpha-synuclein, growth rescue, BacTiter-Glo, 24 h. Potency, µM (top dose mostly 46.1 µM), without a hit: at the top dose growth rescue (activation), hits mostly activators. 370,000 compounds, 0.14% hits; also: potency is read from the fitted curve at half-maximal effect; % of control where 0% means no effect; nearly all actives have a fitted effect of over 65% in size
#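 Screening used galactose-induced yeast with toxic alpha-synuclein levels, exposed to compound for 24 hr at 30 deg C. Cell growth, read with BacTiter-Glo luminescence, gave the measured signal.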
# FUS suppressor: qHTS for Suppressors of FUS Proteinopathy: Primary screen using FUS-linked yeast assay; S. cerevisiae FUS-expressing, growth rescue, OD600, 24 h; Potency, µM (titrated, usually from 76.6 µM), inactives show at the top dose growth rescue (activation), most hits filed as activators; 390,000 compounds, 0.24% hits; AID 1347120, 2019;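 also: potency is read from the fitted curve at half-maximal effect; plate controls were DMSO vehicle for no effect and reference control for full effect; nearly all actives have a fitted effect of over 55% in size; some results filed as inactive show a strong effect at the top dose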
#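 Galactose (2%) drives FUS expression in yeast precultured in raffinose; seeding density OD 0.005. Test compounds incubated 24hr at 30C and 99% humidity before absorbance at 600 nm was measured.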
# D3 ag: qHTS of D3 Dopamine Receptor Agonist: qHTS; max activation, %; D(3) dopamine receptor (Homo sapiens), P35462; 410,000 compounds, 0.58% hits; D3R DiscoveRx beta-arrestin cells, luminescence, 90 min; in the data active = max activation above about 30%; also: 0% is about no effect; mostly tested at two doses, the higher about 12 µM
#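 Cells at 1500/well, incubated overnight, then treated with pinned compounds (dopamine as control) for 90 min at 37 degrees C. DiscoveRx reagent added for 30 - 60 minutes at room temperature; luminescence read.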
# TDP43 rescue: qHTS of TDP-43 Inhibitors. TDP-43 expressing yeast growth rescue, BacTiter-Glo, 24 h. Potency, µM (highest dose often 46.1 µM), inactives show at the highest dose growth rescue (activation), actives largely listed as activators. 410,000 compounds, 1.8% hits. AID 652104, 2013; also: potency is read from the fitted curve at half-maximal effect; % of control where 0% means no effect; nearly all actives have a fitted effect of over 50% in size
#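 Luminescence from BacTiter-Glo reports growth of TDP-43-expressing yeast after 24 hr at 30 deg C with compound. Cells were raffinose-pregrown to mid-log, then seeded in galactose medium at OD600=0.02.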
# * hit, by the source's call; ? = inconclusive; · = not tested or not shown. Unless noted, calls follow the shape of the dose curve; as a rule, active = well fitted curve in the direction sought with a large enough effect; inconclusive = small, poorly fitted or top-dose-only effect, or another doubt; inactive = no such curve, though single readings can be large; an effect the other way counts as inactive or inconclusive.
# The first 2 compounds (preview)
SMILES,EPAC2 agonist,DRD3 antagonist,EPAC2 antagonist,Abeta yeast res,aSyn rescue,FUS suppressor,D3 ag,TDP43 rescue
O=C(Nc1ccc(Oc2ccccc2)cc1)N[C@@H](Cc1ccccc1)C(=O)O,4%,-19,-14%,-5%,-3%,22%,5,-20%
CCC(=O)N1CCCc2cc(S(=O)(=O)N3CCC(N4CCCCC4)CC3)ccc21,-1%,16,4%,1%,2%,12%,1,18%

# The list itself, repeating the preview:
SMILES,EPAC2 agonist,DRD3 antagonist,EPAC2 antagonist,Abeta yeast res,aSyn rescue,FUS suppressor,D3 ag,TDP43 rescue
O=C(Nc1ccc(Oc2ccccc2)cc1)N[C@@H](Cc1ccccc1)C(=O)O,4%,-19,-14%,-5%,-3%,22%,5,-20%
CCC(=O)N1CCCc2cc(S(=O)(=O)N3CCC(N4CCCCC4)CC3)ccc21,-1%,16,4%,1%,2%,12%,1,18%
O=C(CNC(=O)c1cccs1)NCC(=O)OCc1cccc(Cl)c1,0%,11,-1%,19%,0%,-12%,-2,4%
O=C(Nc1ccccc1OC(F)F)c1ccc(S(=O)(=O)N2CCOCC2)cc1,-4%,7,-3%,-4%,7%,·,0,30%
Cc1nc(-c2ccc(F)cc2)c(CC(=O)N(C)CC(=O)Nc2ccc(Br)cc2C)s1,2%,-19,0%,-5%,-4%,20%,-16,-18%
CCOC(=O)c1ccc(-c2ccc3ncnc(N(C)Cc4sccc4C)c3c2)o1,8%,·,-20%,-1%,·,4%,·,·
COc1ccc(-c2csc(N3CCN(Cc4ccc5c(c4)OCO5)CC3)n2)cc1,20%,39,-1%,3%,-6%,21%,-11,-2%
CC1CCN(S(=O)(=O)c2ccc3c(c2)n(C)c(=O)n3C)CC1,4%,-5,0%,-6%,1%,-4%,2,-2%
COc1ccc(S(=O)(=O)N2CCOCC2)cc1C(=O)NCc1c(C)nn(Cc2ccccc2)c1C,-5%,0,4%,-3%,0%,·,-2,17%
CCOC(=O)N1CCN(c2nc3c(C)cccn3c(=O)c2C=O)CC1,-5%,19,1%,-17%,13%,6%,1,?
Cc1ccc(-n2c3c(cc(C(=O)Nc4ccccc4C(N)=O)c2=O)C(=O)CC(C)(C)C3)cc1,·,·,·,-2%,·,-10%,2,-2%
CN1CCN(C(=O)CN(Cc2ccc(Cl)cc2)S(C)(=O)=O)CC1,6%,-10,6%,14%,-8%,-1%,7,-7%
Nc1ccn(C2OC(COP(=O)(O)O)C(O)C2O)c(=O)n1 (stereo not given),3%,2,-1%,-6%,-1%,·,5,1%
COc1ccc(C(CC(=O)N2CCCC(C)C2)c2c(OC)cc(OC)c3ccc(=O)oc23)cc1 (stereo not given),-1%,3,?,-2%,0%,32%,-20,13%
COc1ccc(OC)c(N(CC(=O)NCCSCc2ccco2)S(=O)(=O)c2ccccc2)c1,7%,12,-1%,1%,14%,27%,2,-10%
NS(=O)(=O)c1ccc(CCNC(=O)C(=O)c2c[nH]c3ccccc23)cc1,6%,0,-1%,-10%,-2%,37%,-9,0%
CN(C)S(=O)(=O)c1ccc(=S)[nH]c1,5%,6,2%,17%,-6%,-11%,3,12%
COc1ccc(OC)c(CNC(=O)C2CCN(c3nc4ccccc4nc3C(F)(F)F)CC2)c1,·,·,·,-22%,·,-6%,-6,-4%
O=C(CSc1nnc(NC(=O)c2ccco2)s1)NC1CCCC1,-2%,0,2%,-1%,-5%,-1%,1,6%
NC(=O)c1ccccc1NCC(=O)c1ccc(Cl)cc1,9%,-20,-8%,-14%,1%,-7%,-2,-15%
O=C(CN1CCN(Cc2ccc(F)cc2)C1=O)NCc1ccccc1,·,·,·,-1%,·,-20%,-2,0%
Cc1ccc(/C(O)=C2\C(=O)C(=O)N(C)C2c2ccc(F)cc2)cc1 (stereo not given),-5%,0,-4%,-18%,0%,5%,-6,12%
COc1ccccc1NC(=O)CSC(N)=O,-8%,-107*,6%,11%,15%,-16%,4,?
O=C(Nc1cc(S(=O)(=O)N2CCOCC2)ccc1N1CCOCC1)C1CCCO1 (stereo not given),7%,-10,17%,-8%,-9%,-15%,-1,-9%
Cc1ccn(CC(=O)O)c(=O)c1,1%,-6,17%,-6%,-15%,18%,-1,5%

# Of the compounds above, these contain two or more sulfur atoms:
SMILES,EPAC2 agonist,DRD3 antagonist,EPAC2 antagonist,Abeta yeast res,aSyn rescue,FUS suppressor,D3 ag,TDP43 rescue
COc1ccc(OC)c(N(CC(=O)NCCSCc2ccco2)S(=O)(=O)c2ccccc2)c1,7%,12,-1%,1%,14%,27%,2,-10%
CN(C)S(=O)(=O)c1ccc(=S)[nH]c1,5%,6,2%,17%,-6%,-11%,3,12%
O=C(CSc1nnc(NC(=O)c2ccco2)s1)NC1CCCC1,-2%,0,2%,-1%,-5%,-1%,1,6%

# Sorted by number of heavy atoms (falling): 3 of the compounds above.
SMILES,EPAC2 agonist,DRD3 antagonist,EPAC2 antagonist,Abeta yeast res,aSyn rescue,FUS suppressor,D3 ag,TDP43 rescue
COc1ccc(S(=O)(=O)N2CCOCC2)cc1C(=O)NCc1c(C)nn(Cc2ccccc2)c1C,-5%,0,4%,-3%,0%,·,-2,17%
COc1ccc(-c2csc(N3CCN(Cc4ccc5c(c4)OCO5)CC3)n2)cc1,20%,39,-1%,3%,-6%,21%,-11,-2%
Cc1ccn(CC(=O)O)c(=O)c1,1%,-6,17%,-6%,-15%,18%,-1,5%

# Not a retest: an excerpt of the list.
SMILES,EPAC2 agonist,DRD3 antagonist,EPAC2 antagonist,Abeta yeast res,aSyn rescue,FUS suppressor,D3 ag,TDP43 rescue
O=C(Nc1ccc(Oc2ccccc2)cc1)N[C@@H](Cc1ccccc1)C(=O)O,4%,-19,-14%,-5%,-3%,22%,5,-20%
CCC(=O)N1CCCc2cc(S(=O)(=O)N3CCC(N4CCCCC4)CC3)ccc21,-1%,16,4%,1%,2%,12%,1,18%

# The listing continues:
SMILES,EPAC2 agonist,DRD3 antagonist,EPAC2 antagonist,Abeta yeast res,aSyn rescue,FUS suppressor,D3 ag,TDP43 rescue
COc1ccc(-n2ncc3c(=O)n(CC(C)=O)cnc32)cc1,1%,-11,-3%,-14%,1%,16%,4,-19%
CCN(CC)c1ccc(NC(=O)CCc2nnc3ccc(N4CCCC4)nn23)c(C)c1,1%,3,6%,-23%,-5%,-20%,6,0%
CCCCNC(=O)C1CCN(c2nc(OC)nc(OC)n2)CC1,12%,-2,-2%,8%,-1%,21%,4,16%
O=C(Cc1ccccc1)NCC(=O)N1CCCCCC1,4%,9,-1%,16%,1%,1%,2,1%
CC(=O)c1cc2c(O)c(O)ccc2o1,1%,30,-2%,-5%,2%,-3%,4,-1%
CC(C)(C)OC(=O)N1CCC(c2cc(-c3cccs3)n[nH]2)CC1,0%,14,-9%,11%,9%,23%,5,?
Fc1ccccc1-c1nc(NCc2ccco2)c2ccccc2n1,21%,-21,-22%,-7%,-11%,27%,-6,4%

# From PubChem BioAssay

# The list is partial (hit frequency here may not be typical).
